GRP78 ERSR act: inducers of ER stress response in human glioma cells; U87-MG GRP78 promoter luciferase reporter, 16 h; Potency, µM, inactives show top-dose activation, usual class: activators; actives 0.02% (n = 420,000); note: potency is the fitted concentration of half-maximal effect; series mostly up to about 76 µM; % of control where 0% means no effect; nearly all actives have a fitted effect of over 35% in size
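ERSR induction read as luciferase luminescence (Bright-Glo, 10 min at room temperature) in stably transfected human U87-MG glioma cells exposed to compounds for 16 h, using GRP78 as sensor.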
TrxR1 substrate: substrates of rat thioredoxin reductase 1; actives 0.01% (n = 390,000); purified TrxR1 substrate turnover, NADPH consumption readout; AID 588456; Potency, µM (highest dose often 114 µM), for inactives: at the highest dose activity change, negative = substrate turnover; O89049; note: potency is the fitted concentration of half-maximal effect; % is set by controls: 0 for no effect and ±100 for the full control effect; nearly all actives have a fitted effect of over 50% in size
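Rat TrxR1, dispensed at 90 nM, was prereduced with 400 uM NADPH (final) for 5 min at ~22 deg C, then incubated with compound 15 min before 400 uM selenite. A first-read NADPH fluorescence drop versus no-compound background flagged substrates.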
LDHA block: inhibitors of human lactate dehydrogenase A; P00338; purified LDHA, NADH/diaphorase-resazurin fluorescence; hits give low values; activity change, % (values are at about 110 or 230 µM); actives 0.15% (n = 480,000); AID 1347041; in the data active = activity change below about -30%; inconclusive = mostly about -25% to -30%;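 note: plate controls were DMSO wells for no effect and wells without enzyme for full effect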
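LDH5 2 nM; NADH 0.06 mM, pyruvate 0.2 mM; 200 mM Tris pH 7.4, EDTA, Tween-20; 5 min RT. Detection: diaphorase 0.133 mg/mL + resazurin 37 µM, fluorescence ex540/em590 at 0 and 20 min; normalized to enzyme-free and DMSO wells.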
USP1-UAF1 inh: inhibitors of human USP1/UAF1 deubiquitinase | O94782 | recombinant USP1/UAF1, Ub-Rhodamine cleavage fluorescence | actives 0.23% (n = 390,000) | AID 743255 | Potency, µM (series often up to 57.1 µM), for inactives: top-dose activity change, negative = inhibition, hits mostly inhibitors; note: potency is the fitted concentration of half-maximal effect; % is set by controls: 0 for no effect and ±100 for the full control effect; nearly all actives have a fitted effect of over 60% in size; inactives centre near -12
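1 nM enzyme complex + cpd, 15 min RT; start with Ub-Rho 150nM final; kinetic fluorescence ex 480/em 540, 6 reads q60 s. Buffer 50mM HEPES pH 7.8, 0.5mM EDTA, 0.1 mg/ml BSA, 1mM TCEP, 0.01% Tween-20.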
Vif-A3F inh: inhibitors of Vif-A3F interaction. actives 0.2% (n = 390,000). Potency, µM (series often up to 46.1 µM), inactives show at the highest dose activity, negative = active. AID 602313. HeLa A3F-eYFP + Vif (tagged APOBEC3F with the HIV-1 protein that degrades it), YFP fluorescence increase; note: potency is the fitted concentration of half-maximal effect; % of control where 0% means no effect; nearly all actives have a fitted effect of over 65% in size
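HeLa cells stably expressing A3F-eYFP plus Vif, plated and incubated overnight at 37 deg C, then exposed to compounds overnight at 37 deg C. Blocked degradation read as raised yellow fluorescence (Ex 488/Em 500-530).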
Vif-A3G inh: blocks the Vif interaction with human APOBEC3G | actives 0.076% (n = 410,000) | HeLa A3G-eYFP + Vif (tagged APOBEC3G with the HIV-1 protein that degrades it), YFP fluorescence, overnight | Potency, µM (titrated, usually from 46.1 µM), inactives show at the highest dose activity, negative = active, actives largely listed as inhibitors | Q9HC16;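 note: potency is the fitted concentration of half-maximal effect; % is set by controls: 0 for no effect and ±100 for the full control effect; nearly all actives have a fitted effect of over 60% in size; hits raise eYFP signal because A3G escapes Vif-driven loss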
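HeLa cells stably expressing Vif and C-terminally eYFP-tagged A3G, seeded overnight at 37 deg C, then exposed to compound by pintool overnight at 37 deg C. Rise in yellow fluorescence (Ex 488/Em 500-530, Acumen) marks blocked Vif-driven A3G degradation.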
PI4K2A block: blocks human PI4K2A kinase activity; Q9BTU6; purified PI4K2A, ADP-Glo luminescence, 1 h; hits give low values; activity change, negative = inhibition, % at 76.9 µM; actives 0.13% (n = 420,000); AID 1346378; in the data active = activity change below about -50%; inconclusive = mostly about -30% to -49%;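 note: -100% = wells without enzyme as full effect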
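Compounds are screened against recombinant PI4K2A using PI as substrate and ATP, the latter dispensed at 300 microM. Reactions run one hour at ambient temperature before ADP-Glo detection; full inhibition defined by wells lacking enzyme.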
mIDH1 inhibitor: human IDH1 R132H inhibition; O75874; IDH1-R132H enzyme, NADPH consumption, diaphorase/resazurin fluorescence; Potency, µM (highest dose often 76.6 µM), without a hit: top-dose activity change, negative = inhibition, most hits filed as inhibitors; actives 0.093% (n = 390,000); AID 602179; note: potency is the fitted concentration of half-maximal effect; % is set by controls: 0 for no effect and ±100 for the full control effect; nearly all actives have a fitted effect of over 65% in size
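IDH1-R132H (0.5 ug/mL dispensed) in pH 7.5 Tris buffer was preincubated 30 min with compound, then given a substrate mix of 0.016 mM NADPH and 2 mM alpha-KG for 80 min at room temperature; remaining NADPH was read by diaphorase/resazurin fluorescence.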
RXFP1 agonist: agonists of human relaxin receptor RXFP1; actives 0.3% (n = 370,000); Q9HBX9; Potency, µM (series often up to 57.5 µM), inactives show at the top dose activation, most hits filed as activators; AID 2676; HEK293T-RXFP1 cAMP TR-FRET, 30 min; response scale: percent of porcine relaxin response, buffer zero; note: potency is the fitted concentration of half-maximal effect; % is set by controls: 0 for no effect and ±100 for the full control effect; nearly all actives have a fitted effect of over 60% in size; many of its hits are not listed in these tables
Target sequence (Q9HBX9 whole entry, looked up): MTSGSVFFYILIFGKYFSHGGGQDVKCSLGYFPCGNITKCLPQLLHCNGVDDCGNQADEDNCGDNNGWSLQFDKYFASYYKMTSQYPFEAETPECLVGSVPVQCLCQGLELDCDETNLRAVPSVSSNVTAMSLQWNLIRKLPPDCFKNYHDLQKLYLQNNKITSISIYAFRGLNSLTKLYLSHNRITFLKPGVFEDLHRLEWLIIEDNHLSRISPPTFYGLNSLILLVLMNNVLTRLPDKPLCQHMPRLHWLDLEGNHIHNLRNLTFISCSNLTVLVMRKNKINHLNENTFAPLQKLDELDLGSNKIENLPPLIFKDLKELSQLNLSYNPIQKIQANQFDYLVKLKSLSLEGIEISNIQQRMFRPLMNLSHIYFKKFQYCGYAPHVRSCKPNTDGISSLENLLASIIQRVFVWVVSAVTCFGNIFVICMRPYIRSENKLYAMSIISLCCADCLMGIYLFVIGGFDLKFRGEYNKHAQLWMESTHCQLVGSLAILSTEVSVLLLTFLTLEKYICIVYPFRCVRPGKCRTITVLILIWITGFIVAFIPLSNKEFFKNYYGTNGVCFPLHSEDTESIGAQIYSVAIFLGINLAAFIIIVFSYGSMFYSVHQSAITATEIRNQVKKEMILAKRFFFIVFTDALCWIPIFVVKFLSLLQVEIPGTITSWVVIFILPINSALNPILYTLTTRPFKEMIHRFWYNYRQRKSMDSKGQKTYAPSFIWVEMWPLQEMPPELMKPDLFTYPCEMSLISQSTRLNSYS
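HEK293 cells stably expressing RXFP1, treated 30 min at 37C with compounds plus PDE4 inhibitor Ro 20174; cAMP measured by HTRF TR-FRET. Normalized to buffer and 29 nM porcine relaxin; EC50 by Hill fit.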
Starred values were filed as active, the others as inactive; ? = inconclusive; . = not tested or not shown; & = joins results of further samples; [ ] = another dose, or the depositor's remark. Unless noted, calls come from the whole dose curve; as a rule, active = well fitted curve in the direction sought with a large enough effect; inconclusive = small, poorly fitted or top-dose-only effect, or another doubt; inactive = no such curve, though single readings can be large; an effect the other way counts as inactive or inconclusive. Not all compounds are listed; count on the stated rates, not on these rows.

Compound | GRP78 ERSR act | TrxR1 substrate | LDHA block | USP1-UAF1 inh | Vif-A3F inh | Vif-A3G inh | PI4K2A block | mIDH1 inhibitor | RXFP1 agonist
O=C(/C=C/c1ccccc1)c1cc(Br)ccc(=O)c1O | -14% | -10% | 2 | -22% | -6% | ? | -18 | 5% | 1.1%
CN(C)C(=O)c1ccc(NC(=O)c2cccc(S(=O)(=O)N3CCCCCC3)c2)cc1 | -2% | 1% | 0 | -16% | -9% | 4% | 3 | -8% | 3.0%
CC(C)Cc1cc(C(=O)O)n[nH]1 | -3% | -6% | -7 | -4% | -9% | 2% | 0 | 3% | -0.2%
Cc1ccc(-c2cc(C(=O)NCc3ccccn3)no2)cc1 | 3% | 6% | 3 | -11% | -2% | 1% | 0 | 8% | -1.4%
CCc1ccc(CN2CCCC(CCC(=O)N3CCN(c4ccccn4)CC3)C2)o1 (centres undefined) | -5% | 10% | 1 | -7% | -4% | 0% | 1 | 2% | -1.3%
COc1ccc(C(=O)NCS(=O)(=O)c2ccc(C)cc2)cc1 | -4% | 3% | -11 | -10% | 2% | -3% | 5 | 0% | 0.5%
COc1ccccc1CNC(=O)C(=O)c1cn(CC(=O)N2CCCC2)c2ccccc12 | 2% | -9% | 1 | -17% | 1% | 1% | -1 | -10% | 4.7%
O=C(Nc1ccc(F)cc1)Nc1ccccc1N1CCCCC1 | -2% | -2% | -5 | -26% | -1% | -4% | -3 | -2% | 1.2%
COC(=O)c1ccc(NC(=O)CSc2nnc(CNc3ccc(OC)cc3)n2C)cc1 | 4% | -6% | 10 | -30% | 2% | -6% | 7 | 0% | -0.6%
COc1cccc(CC(=O)Nc2ccc3nc(C)sc3c2)c1 | 4% | -5%[57.1 µM] | -2 | -6% | -14% | -10% | -1 | 8% | -0.3%
CCn1c(=O)cc(OCC(=O)Nc2ccc3c(c2)OCCO3)c2ccccc21 | -1% | 17%[0.457 µM] | 6 | -19% | 12% | -6% | -7 | 7% | 2.1%
CCN1CCC(N(Cc2ccc3c(c2)OCO3)C(=O)Nc2ccccc2OC)CC1 | -3% | 5% | -5 | ? | 0% | -5% | -2 | 11% | 1.5%
CC(C)CC(NS(=O)(=O)c1cc(C(=O)O)ccc1Cl)C(=O)O (centres undefined) | 2% | 6% | -1 | -23% | -8% | 11% | -4 | 0% | -0.7%
Cc1nc2ccccc2c(=O)n1NC(=O)Nc1ccccc1 | 0% | 8% | -3 | ? | -8% | 0% | -1 | 0% | 1.1%
CC(=O)Nc1ccc(-c2ccnc3c2CC(C)(C(=O)Nc2cccc(C(F)(F)F)c2)O3)cc1 (centres undefined) | -2% | . | 2 | . | . | -13% | -19 | . | .
CCc1cc2cccc(C)c2nc1SCC(=O)Nc1nonc1C | -1% | -8% | -11 | -2% | 0% | 7% | -1 | 0% | 8.1%
COc1cccc(/C=C2\SC(=S)N(CCC(=O)N3CCCCC3)C2=O)c1 | -6% | 7% | 0 | -13% | -6% | 0% | 0 | -15% | -0.6%
Cc1ccccc1C(=O)c1cccn1CC(=O)NCc1ccccc1 | 2% | -4%&0% | -4&-2 | -15%&-21% | 3% | -1% | 9&1 | 13% | -1.3%&2.1%
CS(=O)(=O)c1cccc(NC(=O)c2ccc(Cl)c(Cl)c2)c1 | 4% | 2%[57.1 µM] | -8 | -18% | -9% | -6% | 0 | 6% | -0.7%
CC(NC(=O)COC(=O)c1cc(S(=O)(=O)N2CCOCC2)ccc1F)c1ccccc1 (centres undefined) | 1% | -15% | -3 | -2% | -1% | 1% | -2 | 8% | .
Cn1c(NCCO)nc2c1c(=O)n(Cc1ccccc1Cl)c(=O)n2C | -1% | 6% | 9&-6 | -22% | 0% | 1% | -6 | 9% | -0.2%
C#CCNc1ccc([N+](=O)[O-])cc1 | 3% | -5% | 2 | -16% | 10% | 0% | -4 | 5% | -0.3%
O=C(COc1ccc2ccccc2c1)NC1CC1 | -1% | -4% | -2 | -9% | 0% | 0% | -2 | 8% | 0.7%
CC(=O)c1ccc(N2CCC(C)CC2)c(F)c1 | 1% | -5% | 1 | -19% | -3% | 1% | 4 | 13% | 0.4%
c1ccc(-c2ccccc2OCCOCCN2CCOCC2)cc1 | -6% | 4% | -45* | -15% | 0% | -2% | 9 | 6% | 1.4%
Cc1nc2ccc(NC(=O)c3cccc(S(=O)(=O)N4CCOCC4)c3)cc2s1 | -2% | 4%[57.1 µM] | -12 | -13% | -1% | 0% | -1 | 1% | .
COc1ccc(-n2nnnc2C(c2cccc(OC)c2OC)N2CCN(C/C=C/c3ccccc3)CC2)cc1 (centres undefined) | -2% | . | -5 | . | . | -2% | 2 | . | .
C=C(C)Cc1c(C)c(C#N)c2[nH]c3ccccc3n2c1=O | -1% | 166%[activator] | 25 | -17% | 19% | 6% | 4 | -10% | 1.5%
CCOC(=O)c1c(NC(=O)Nc2ccccc2)sc(C)c1C | -3% | 0% | 0 | -8% | 3% | -5% | 5 | 1% | 3.0%
COc1ccc(OC)c(S(=O)(=O)NCc2nc3nc(C)cc(C)n3n2)c1 | -5% | 0% | -9 | -26% | 1% | -5% | 1 | 11% | 1.5%
C/C(=N\Nc1cc(Cl)nc(C)n1)c1ccc(C)cc1 | 4% | 4% | -13 | -18% | -18% | -7% | 9 | 7% | .
CCN(CC)c1ccc(CNc2nnnn2C)cc1 | -1% | 1% | 0 | -13% | 6% | -3% | -1 | -1% | -4.9%
Cc1ccccc1S(=O)(=O)c1cc2ccccc2nc1N | -4% | 15%[57.1 µM] | -1 | -18% | 7% | 2% | 1 | 11% | 3.8%
O=C(O)CCCn1cc(NC(=O)c2c(F)cccc2F)cn1 | -1% | 5%[57.1 µM] | -3 | -16% | -21% | 0% | 0 | 3% | 3.0%
CC(C)NC(=S)N(C)C1(c2ccccc2Cl)CCCCC1=O (centres undefined) | -3% | 2% | -14 | -20% | -2% | 0% | -3 | 8% | 1.5%
CCCCn1c(N)c(N(CCC(C)C)C(=O)CSc2nnc(Nc3ccccc3)s2)c(=O)[nH]c1=O | -2% | -8%[57.1 µM] | -5 | -19% | 8% | 0% | 3 | -8% | -0.9%
O=C(NCCS(=O)CCNC(=O)C(F)(F)F)C(F)(F)F | 0% | -8% | -8 | -1% | . | 0% | 11 | 9% | 0.6%
CC(Oc1ccc(F)cc1)C(=O)N1CCN(c2ncccn2)CC1 (centres undefined) | -4% | 11% | -1 | -14% | -18% | 4% | -7 | -7% | 5.5%
O=C(NNC(=O)c1cccc2ccccc12)c1ccc2c(c1)OCO2 | 1% | 14%[57.1 µM] | -5 | -8% | -11% | 0% | 1 | 0% | 0.8%
COc1ccc(CNC(=O)C(c2ccc(C)o2)N(C(=O)c2snc(C(N)=O)c2N)c2ccccc2OC)cc1 (centres undefined) | 1% | 11%[57.1 µM] | 1 | -18% | 15% | -10% | -1 | 9% | 2.9%
Cc1cccc(NC(=O)c2cc3n(n2)C(C(F)(F)F)CC(C2CC2)N3)c1C (centres undefined) | 3% | 9%[57.1 µM] | -11 | -24% | 0% | 0% | 0 | -2% | -0.7%
CCCCc1ccc(/C=C2/C(=O)ON=C2c2ccccc2)s1 | -6% | -9% | -6 | -8% | -2% | 3% | 28 | 1% | 5.9%
CCOC(=O)C1=C(C)N(c2ccc(Cl)cc2)C(=O)NC1c1cccc([N+](=O)[O-])c1 (centres undefined) | -1% | -10% | -2 | -4% | 0% | -3% | -5 | -18% | 1.5%
CN(C)CCOC1(Cc2ccc(F)cc2)CCC(C(C)(C)C)CC1 (centres undefined) | -3% | 12%[57.1 µM] | 6 | -13% | 3% | -1% | 3 | 5% | .
CCOc1ccccc1NC(=O)Nc1ccccn1 | 3% | 7% | 5 | -14% | 15% | 0% | 0 | 0% | -0.1%
O=C(c1cccc(S(=O)(=O)Nc2ccc(F)cc2)c1)N1CCOCC1 | -3% | 2% | -3 | -21% | 6% | 4% | -2 | 1% | 0.7%
O=C(O)CCC(=O)Nc1ccc(-c2nc3ccc(C(=O)c4ccccc4)cc3[nH]2)cc1 | -4% | -14% | -8 | -18% | 13% | -1% | 2 | 0% | -0.6%
Fc1ccc2nncc(SCc3ccccc3Cl)c2c1 | 2% | 1% | 6 | -16% | -1% | -6% | 3 | 5% | .
COc1ccccc1C(=O)Nc1cc(C)c(OCC(=O)N2CCOCC2)c(C)c1 | 0% | -14% | 1 | -4% | -10% | -1% | 6 | 2% | 0.6%
Cc1ccc(NNC(=O)c2ccc(Cl)cc2)nn1 | -4% | -5% | 2 | -13% | 11% | -1% | 4 | -4% | -0.5%
NCC12CC3CC(C1)CC(c1ccc(Cl)cc1)(C3)C2 | 0% | 0% | -3 | -13% | -1% | -5% | 3 | 21% | 0.5%

Assay outcomes deposited in PubChem BioAssay by National Center for Advancing Translational Sciences (NCATS).
